Screening data as filed in PubChem BioAssay.
Arrestin-AP2 inh = blocks beta-arrestin peptide binding to AP2 adaptin; FITC-arrestin peptide / GST-AP2 beads, flow cytometry; AP2 beta2 appendage carries R879A mutation; 340,000 compounds, 0.31% hits; inhibition, % at 10 µM;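 active = inhibition above a set limit, near 3 SD of compounds lacking own fluorescence, cut at about 54% in these data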;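 note: plate controls were DMSO wells for no effect and 5 µM unlabelled arrestin peptide for full effect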
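System: GST-AP2 R879A glutathione beads | Also added: FITC-arrestin peptide, 50 nM | Times: 12 min plus 1 h, RT | Signal: Bead flow cytometry, FITC channel | Buffer or medium: PBS with 0.05% Tween 20 and 0.1% BSA | Read-out basis: Percent drop in bead-associated FITC signal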
OPRM1-OPRD1 ag = agonists of human mu-delta opioid receptor heterodimerization | P35372+P41143 | cells, OPRM1-OPRD1 heterodimerization, luminescence | activation, % at 9.3 µM | 340,000 compounds, 0.3% hits; in the data active = activation above about 18%;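 note: 0% = vehicle-treated cells and 100% = reference agonist; values of inactives mirror those of a sister screen read the other way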
PKA-R2B activ = activators of human PKA-R2B complex | P22694+P31323 | PKA-R2B holoenzyme dissociation, Cy5-IP20 fluorescence polarization; R2B truncated from residue 108, S112A mutant; 0% DMSO only, 100% 113 µM cGMP | activation, % at 11.4 µM | 340,000 compounds, 0.079% hits;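 active = activation above a cutoff set at the mean over all compounds plus 3 SD, cut at about 18% in these data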;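 note: higher means more holoenzyme dissociation and a rise in polarization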
Target sequence (P31323 whole entry, looked up, other chains not shown, the tested form may be a part): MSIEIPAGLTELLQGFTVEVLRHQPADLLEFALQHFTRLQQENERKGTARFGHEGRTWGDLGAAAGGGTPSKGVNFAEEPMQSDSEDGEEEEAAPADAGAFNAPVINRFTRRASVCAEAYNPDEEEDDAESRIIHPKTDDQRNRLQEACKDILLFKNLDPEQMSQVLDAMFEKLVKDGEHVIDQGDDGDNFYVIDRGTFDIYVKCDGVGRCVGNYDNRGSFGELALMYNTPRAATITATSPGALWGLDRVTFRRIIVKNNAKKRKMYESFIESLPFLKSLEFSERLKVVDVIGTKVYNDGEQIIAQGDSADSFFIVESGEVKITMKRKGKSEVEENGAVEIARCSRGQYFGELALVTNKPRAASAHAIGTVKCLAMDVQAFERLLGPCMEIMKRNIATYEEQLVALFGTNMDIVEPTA
DAGLB inh = blocks human DAGLB lipase activity | Q8NCG7 | HEK293T DAGLB membrane lysate, EnzChek fluorogenic substrate | inhibition, % at 5.17 µM | 340,000 compounds, 0.059% hits | AID 504411; in the data active = inhibition above about 34%;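 note: 0% = enzyme with vehicle and 100% = wells lacking enzyme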
Target sequence (Q8NCG7 whole entry, looked up): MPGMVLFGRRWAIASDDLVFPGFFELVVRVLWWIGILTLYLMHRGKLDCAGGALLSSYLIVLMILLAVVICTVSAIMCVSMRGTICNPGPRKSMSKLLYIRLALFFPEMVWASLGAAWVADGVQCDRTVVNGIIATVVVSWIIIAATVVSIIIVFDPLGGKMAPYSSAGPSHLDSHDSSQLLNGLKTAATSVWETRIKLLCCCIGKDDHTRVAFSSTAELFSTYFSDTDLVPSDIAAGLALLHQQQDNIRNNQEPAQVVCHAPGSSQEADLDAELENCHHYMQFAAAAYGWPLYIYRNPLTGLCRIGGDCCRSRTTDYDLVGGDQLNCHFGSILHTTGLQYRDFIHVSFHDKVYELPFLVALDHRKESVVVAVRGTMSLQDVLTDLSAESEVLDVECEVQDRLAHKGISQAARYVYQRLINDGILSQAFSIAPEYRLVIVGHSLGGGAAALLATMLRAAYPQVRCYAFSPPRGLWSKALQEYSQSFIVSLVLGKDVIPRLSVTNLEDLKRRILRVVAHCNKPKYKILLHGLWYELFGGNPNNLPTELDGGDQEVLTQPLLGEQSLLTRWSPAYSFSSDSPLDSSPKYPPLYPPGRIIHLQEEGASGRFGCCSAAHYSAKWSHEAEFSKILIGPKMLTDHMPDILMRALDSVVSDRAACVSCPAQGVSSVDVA
V-ATPase pHluor = yeast V-ATPase proton transport regulation by pHLuorin; S. cerevisiae, pHLuorin cytosolic pH fluorescence; response, % at 10 µM; 350,000 compounds, 0.37% hits; AID 504577; in the data active = response mostly above about 7.3%, no sharp cut-off; inactive = mostly below about 5.4%; note: actives read high; inactives centre near 0; some compounds called inactive have numbers as strong as hits; reference of the scale not given here
HTR5A ag ctr = activates human HTR5A in OPRM1-OPRD1 agonist counter-screen | activation, % at 9.3 µM | P47898 | HTR5A agonist assay, luminescence, cell-based | 340,000 compounds, 0.61% hits; in the data active = activation mostly above about 9.5%, no sharp cut-off; inactive = mostly below about 7.6%;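 note: 0% = cells with vehicle only and 100% = reference agonist; strong numbers were not always called active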
PKA-R1A activ = activators of PKA-R1A complex; P00514+P68181; PKA-R1A dissociation, Cy5-IP20 fluorescence polarization; scaled: DMSO 0%, 113 µM cGMP 100%; activation, % at 11.4 µM; 340,000 compounds, 0.083% hits; AID 504707;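 active = percent activation above the mean of all tested compounds plus 3 SD, cut at about 19% in these data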;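 note: higher means more PKAc released from R1A so a rise in polarization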
Pemphigus Ab inh = blocks pemphigus antibody binding to human desmoglein-3. P32926. DSG3-coupled beads, scFv-anti-DSG3-GFP binding, flow cytometry; active compounds read low. binding (percent of control), % at 10 µM. 310,000 compounds, 0.48% hits. AID 588358;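 active = binding more than 3 SD below its plate's average and above zero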;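 note: hits lower antibody fragment binding to DSG3; some compounds called inactive have numbers as strong as hits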
MOR-DOR inv ag = inverse agonist of human OPRM1-OPRD1 heterodimerization; cell-based MOR-DOR heterodimer luminescence, inverse agonism; P35372+P41143; inhibition, % at 9.3 µM; 340,000 compounds, 0.21% hits; in the data active = inhibition above about 22%, passing the limit was not always enough;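 note: 0% = cells with DMSO and 100% = wells without cells with DMSO; values of inactives mirror those of a sister screen read the other way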
HTR5A inv ag = counter-screen for OPRM1-OPRD1 inverse agonists: human HTR5A inverse agonism; HTR5A cell line, luminescence; inhibition, % at 9.3 µM; 340,000 compounds, 0.083% hits; AID 504634; in the data active = inhibition mostly above about 23%, no sharp cut-off; inactive = mostly below about 18%;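 note: 0% = cells with DMSO and 100% = no-cell wells with DMSO; some compounds called inactive have numbers as strong as hits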
* marks the source's active call; other numbers are inactive results; · = no result given.

SMILES	Arrestin-AP2 inh	OPRM1-OPRD1 ag	PKA-R2B activ	DAGLB inh	V-ATPase pHluor	HTR5A ag ctr	PKA-R1A activ	Pemphigus Ab inh	MOR-DOR inv ag	HTR5A inv ag
CCCn1cc(CN2CCc3ccc(NC(=O)C4CCCO4)cc3C2)c(C)n1 (configuration not stated)	41	-0.6	-2	4	2	-3	7	96	3	9
CCOC(=O)Nc1ccc2c(c1)N(C(=O)C(C)N1CCCC1)c1ccccc1CC2 (configuration not stated)	2	-0.1	-9	2	2	-3	-6	100	0	7
COCCCNC(=S)N(Cc1ccccc1)Cc1nc2ccccc2c(=O)[nH]1	-2	-4.4	7	0	4	-2	-2	81	22	-16
Cc1n[nH]c(C)c1NC(=O)CN1CCN(S(=O)(=O)c2ccc(C(F)(F)F)cc2)CC1	-5	-1.8	-4	-7	-1	-1	-1	·	7	3
CCN(CC)c1nc(-c2ccccc2)ncc1S(=O)(=O)c1ccc(C)cc1	-5	1.2	10	-8	-6	3	-3	104	-6	13
CCOc1ccccc1NC(=O)C1CCCN(S(=O)(=O)c2cccc3nsnc23)C1 (configuration not stated)	5	-2.0	-1	3	-3	6	0	·	11	-22
CCNC(=O)COc1ccc(F)cc1C(=O)c1cnn(-c2ccccc2)c1	8	-2.8	-19	-3	-3	-5	-10	·	18	7
CC(Oc1ccc(Cl)cc1)C(=O)Nc1ncccn1 (configuration not stated)	-10	-3.7	-2	-2	0	-1	-2	118	17	20
O=C(Cc1ccc(S(=O)(=O)N2CCOCC2)s1)N1CCN(S(=O)(=O)c2ccccc2[N+](=O)[O-])CC1	9	-1.3	-1	1	0	-3	-3	114	6	7
CCOC(=O)c1ccc(NC(=O)c2cnccn2)cc1	7	1.3	-7	-2	-3	6	-1	94	-7	-5
Cc1cccn2cc(CCNC(=O)c3ccc(Br)o3)nc12	20	-0.7	11	-2	2	-3	-5	97	4	-28
CCc1ccc(NC(=O)C(C)OC(=O)CCC(=O)c2cccs2)cc1 (configuration not stated)	7	-1.8	-1	-3	1	2	-4	105	9	-4
O=C(COc1ccccc1)Nc1ccc2oc(=O)ccc2c1	12	-0.7	-6	-1	1	3	10	65	4	3
CC(NC(=O)Cn1ncc(Cl)c(Cl)c1=O)C12CC3CC(CC(C3)C1)C2 (configuration not stated)	9	-5.8	6	5	0	-2	11	·	30	-27
O=C(c1cccc([N+](=O)[O-])c1)N1CCN(Cc2ccccc2)CC1	-5	-2.6	-1	-1	0	5	0	106	12	-19
CCN(CC)CCN1CCn2c3c(c4cc(C)ccc42)CCCC31 (configuration not stated)	14	-1.4	-2	4	-2	-6	-1	114	10	14
CCOC(=O)C(NC(=O)Nc1ccc(F)cc1F)(Oc1ccc(F)cc1)C(F)(F)F (configuration not stated)	5	-2.9	-5	-2	1	4	-11	97	17	-9
CCOc1ccc(Nc2nc(N)c([N+](=O)[O-])c(NCc3ccccc3)n2)cc1	40	0.3	-9	1	4	1	-13	105	-2	-18
Cc1cc(NC(=O)c2ccco2)c(=O)n(Cc2c(F)cccc2Cl)c1	-5	-2.2	-7	-3	0	0	2	·	14	1
Cc1ccc2occ(/C=N/NC(=O)[C@@H](N)Cc3ccccc3)c(=O)c2c1	-6	-1.1	8	3	5	4	-1	100	6	10
NC(=O)c1cc(-c2ccncc2)nc2ccc(Cl)cc12	15	-3.4	-9	2	0	0	-1	85	16	1
Cc1cccc(C)c1OCC(=O)NCC1COc2ccccc2O1 (configuration not stated)	-2	2.8	-11	-6	1	-6	-3	113	-12	16
Cc1ccc(OCC(=O)NCc2ccccc2)c([N+](=O)[O-])n1	-3	-0.2	2	-2	0	-2	1	105	1	-4
O=c1n(-c2ccccc2)c(=O)n(Cc2ccccn2)n1Cc1ccccn1	7	-1.1	-2	0	2	0	1	97	6	1
C=CCn1c(SCC(=O)N(CC)C2CCS(=O)(=O)C2)nnc1-c1ccccc1 (configuration not stated)	26	0.1	-8	0	-5	1	9	111	0	9
CCOC(=O)c1ccc(NC(=S)P(=O)(c2ccccc2)c2ccccc2)cc1	·	·	-8	3	2	·	-10	103	·	·
Cc1cccc(N2C(S)=C(C#N)C(=O)NC2c2cccs2)c1 (configuration not stated)	-17	-2.4	-12	1	0	6	-1	121	13	10
C=CCn1c(=N)n(CC(O)c2ccco2)c2ccccc21 (configuration not stated)	20	-0.8	10	0	-5	4	-1	107	4	-14
O=c1oc2ccccc2c(NC2CCCCC2)c1NS(=O)(=O)c1ccc(F)c(Cl)c1	-8	2.5	-4	0	-2	5	-9	99	-13	-8
COc1cc(C)c(CN2CCC(n3nccc3NC(=O)C3CCOC3)CC2)cc1C (configuration not stated)	-3	2.2	8	-1	2	8	-2	103	-12	-11
CC(C)CNS(=O)(=O)c1ccc(OCC(=O)NCC2CCCO2)c(Cl)c1 (configuration not stated)	7	-0.1	-8	-3	-1	2	-1	110	0	12
NS(=O)(=O)c1ccc(CCNS(=O)(=O)c2cccc3cccnc23)cc1	-29	-3.2	8	-2	-4	-3	0	102	14	11
Cc1ccc2c(c1)CCCN2C(=O)c1cc(C)on1	23	-5.6	-6	-5	5	-3	0	108	18	10
COc1ccc(Br)cc1/C=C(\C(=O)O)c1ccc(S(=O)(=O)N2CCCCC2)s1	5	-0.5	3	8	6	2	5	108	2	-6
CCOC(=O)C1(Cc2ccc(OC)cc2)CCN(C(=O)CCc2cccnc2)CC1	5	1.2	-15	0	-4	-1	-11	107	-9	3
COc1ccc(NC(=O)C(=O)NCCN2CCN(C(=O)c3ccco3)CC2)cc1	16	-1.2	0	-3	0	-2	7	94	6	6
O=C(CSc1nc2ccccc2s1)c1ccc(O)cc1O	27	3.0	-3	-7	3	3	-1	103	-14	-12
CCC1Oc2ccc(C)cc2N(CC(=O)N(Cc2cccnc2)Cc2cccc(F)c2)C1=O (configuration not stated)	16	4.0	1	1	·	8	3	·	-24	-20
c1ccc(C(c2nnnn2C2CCCC2)N2CCN(c3ccccc3)CC2)cc1 (configuration not stated)	-4	16	-9	-5	0	8	-6	112	-93	7
Cc1cccc(N2CCN(C(=S)Nc3ccc4nc5n(c(=O)c4c3)CCCCC5)CC2)c1C	8	2.2	-11	1	2	4	-6	74	-11	-11
CSc1ccc(CN2CCCN(C)CC2)cc1	15	-2.7	2	2	4	2	0	95	12	-6
Fc1ccc2c(c1)C1OCCCC1C(c1ccccc1)N2 (configuration not stated)	42	9.0	-11	-10	4	3	6	106	-46	-8
O=c1[nH]c(C2CCCN(S(=O)(=O)c3ccccc3)C2)nc2c1nnn2Cc1ccccc1 (configuration not stated)	-17	-2.0	-3	6	2	4	-4	·	11	20
COc1ccc(S(=O)(=O)N2CCOCC2)cc1NC(=O)CSc1nnc(C2CC2)n1C1CC1	3	-1.7	1	-1	-1	5	-2	·	7	-13
Cc1noc(C)c1S(=O)(=O)Nc1ccc(C(=O)NC2CCCCC2C)cc1 (configuration not stated)	-5	-1.1	-5	3	-7	-3	-1	98	6	6
O=c1ccc2cc(S(=O)(=O)N3CCOCC3)ccc2o1	32	-2.7	-5	-3	0	-2	-13	116	12	4
O=C(/C=C/c1ccc(Cl)cc1)NC1CC2CCC1C2 (configuration not stated)	29	-1.5	-9	-3	3	5	0	101	8	-8
COc1ccc(C(C)(C)C)cc1NC(=O)COC(=O)C(C)C	-1	-0.1	-4	0	-4	-2	-3	79	0	5
CCC(O)(CCN1CCCCC1)c1ccccc1 (configuration not stated)	-2	-2.2	2	0	1	6	-10	·	12	-16
Cc1cc(SCC(=O)OCC(=O)N2CCN(C(=O)c3ccco3)CC2)c(C)cc1Br	23	-0.6	-14	-2	-5	-2	-6	100	4	2
CCOC(=O)c1cc(-c2ccccc2)sc1NC(=O)C(C)OC(=O)c1cccnc1Cl (configuration not stated)	-12	-2.0	-9	-1	-4	1	0	108	10	10
CN(C(=O)C1CCC(=O)N(C2CC2)C1)C1CCCCC1 (configuration not stated)	-3	0.6	1	1	3	6	-2	·	-3	-12
Cn1c(Cc2c[nH]c3ccccc23)n[nH]c1=S	21	-0.6	-3	0	2	6	3	99	3	-15
CCCN1CCN(C(=O)Cn2cccc2C(=O)c2ccccc2)CC1	0	-0.1	4	2	-1	-1	-1	99	0	-11
COc1ccccc1Oc1ccc(S(=O)(=O)N2CCCC2)cc1	2	2.4	-2	-7	-4	-1	-7	99	-14	19
CCOc1cc(/C=N/Nc2ccccc2Cl)ccc1OCC(=O)O	6	1.9	3	3	-2	6	1	98	-8	-19

Among those listed so far, these have a COOH group.
SMILES	Arrestin-AP2 inh	OPRM1-OPRD1 ag	PKA-R2B activ	DAGLB inh	V-ATPase pHluor	HTR5A ag ctr	PKA-R1A activ	Pemphigus Ab inh	MOR-DOR inv ag	HTR5A inv ag
COc1ccc(Br)cc1/C=C(\C(=O)O)c1ccc(S(=O)(=O)N2CCCCC2)s1	5	-0.5	3	8	6	2	5	108	2	-6
CCOc1cc(/C=N/Nc2ccccc2Cl)ccc1OCC(=O)O	6	1.9	3	3	-2	6	1	98	-8	-19

Laid out differently: results already given.
Fc1ccc2c(c1)C1OCCCC1C(c1ccccc1)N2 (configuration not stated)
  Arrestin-AP2 inh: 42	OPRM1-OPRD1 ag: 9.0	PKA-R2B activ: -11	DAGLB inh: -10	V-ATPase pHluor: 4	HTR5A ag ctr: 3	PKA-R1A activ: 6	Pemphigus Ab inh: 106	MOR-DOR inv ag: -46	HTR5A inv ag: -8

COc1ccc(C(C)(C)C)cc1NC(=O)COC(=O)C(C)C
  Arrestin-AP2 inh: -1	OPRM1-OPRD1 ag: -0.1	PKA-R2B activ: -4	DAGLB inh: 0	V-ATPase pHluor: -4	HTR5A ag ctr: -2	PKA-R1A activ: -3	Pemphigus Ab inh: 79	MOR-DOR inv ag: 0	HTR5A inv ag: 5

O=C(/C=C/c1ccc(Cl)cc1)NC1CC2CCC1C2 (configuration not stated)
  Arrestin-AP2 inh: 29	OPRM1-OPRD1 ag: -1.5	PKA-R2B activ: -9	DAGLB inh: -3	V-ATPase pHluor: 3	HTR5A ag ctr: 5	PKA-R1A activ: 0	Pemphigus Ab inh: 101	MOR-DOR inv ag: 8	HTR5A inv ag: -8

O=c1[nH]c(C2CCCN(S(=O)(=O)c3ccccc3)C2)nc2c1nnn2Cc1ccccc1 (configuration not stated)
  Arrestin-AP2 inh: -17	OPRM1-OPRD1 ag: -2.0	PKA-R2B activ: -3	DAGLB inh: 6	V-ATPase pHluor: 2	HTR5A ag ctr: 4	PKA-R1A activ: -4	Pemphigus Ab inh: ·	MOR-DOR inv ag: 11	HTR5A inv ag: 20
